HT1080 IDH1KD tx: HT-1080 IDH1 knockdown cell toxicity (counter line) | HT-1080 IDH1 knockdown viability, ATP luminescence, 48 h | Potency, µM (titrated, usually from 46.1 µM), without a hit: top-dose activity, negative = toxicity, most hits filed as cytotoxic | hit rate 2% among 360,000;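 further: potency means the concentration at half of the fitted maximal effect; 0% = DMSO wells and -100% = cell-free medium wells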
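CellTiter-Glo luminescence after 48 h compound exposure at 37 degrees C of IDH1-knockdown HT-1080 cells in 5% FBS RPMI. %Activity scaled between DMSO wells and cell-free media wells, with curves fitted and assigned curve classes.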
SW480 rerep: DNA re-replication induction in SW480 cells; SW480 DNA re-replication, Hoechst DNA content imaging, 48 h; Potency, µM (titrated, usually from 46.1 µM), without a hit: top-dose re-replication activation, usual class: activators; hit rate 1.8% among 340,000; AID 624297; further: potency means the concentration at half of the fitted maximal effect; % of control where 0% means no effect; nearly all actives have a fitted effect of over 55% in size
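Image-based DNA-content assay: after two days of treatment, nuclei were labelled with the DNA dye Hoechst and imaged, and hits were compounds raising the count of nuclei showing high fluorescence intensity.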
ATXN2 expr inh: ATXN2 expression inhibition; Potency, µM (highest dose often 57 µM), for inactives: at the highest dose activity change, negative = inhibition, hits mostly inhibitors; HEK-293 ATXN2-luciferase reporter, luminescence, 24 h; hit rate 0.72% among 360,000; AID 1745845; further: potency means the concentration at half of the fitted maximal effect; on the % scale 0 is the no-effect control and ±100 the full control effect; nearly all actives have a fitted effect of over 55% in size
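ATXN2-luciferase reporter cells (luciferase flanked by upstream and downstream ATXN2 gene portions) were treated 24 h at 37 °C with compounds at up to 57 uM. SteadyGlo luminescence gave expression; GF-AFC fluorescence gave viability.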
IL1B secr inh: inflammasome signaling inhibition, IL-1 beta readout; hit rate 4.7% among 360,000; activity change, % at 57.5 µM; THP-1 LPS/ATP IL-1B secretion, AlphaLISA, 16 h; active compounds read low; in the data active means activity change below about -50%; inconclusive means mostly about -30% to -49%; further: on the % scale 0 is the no-effect control and ±100 the full control effect
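Secreted IL-1B measured by AlphaLISA bead assay after 16 h compound exposure of THP-1 cells; compounds (final up to 57.5 uM) added 1 h before LPS (250 ng/mL) and ATP (1.25 mM) stimulation; lower signal means less secretion.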
KB-3-1 cytotox: kills parental KB-3-1 adenocarcinoma cells; KB-3-1 viability, CellTiter-Glo ATP luminescence, 72 h; Potency, µM (top dose mostly 46.1 µM), for inactives: at the top dose activity change, negative = cytotoxic, actives largely listed as cytotoxic; hit rate 1.4% among 400,000; further: potency means the concentration at half of the fitted maximal effect; on the % scale 0 is the no-effect control and ±100 the full control effect; nearly all actives have a fitted effect of over 60% in size
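KB-3-1 parental drug-naive adenocarcinoma cells in DMEM/10% FBS, incubated 72 h at 37 C with pin-transferred compounds across a concentration series. Viability by CellTiter-Glo luminescence; concentration-response curves fitted after normalization.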
S2 tox: reduces viability in counter-screen for ATXN expression inhibitors; Potency, µM (series often up to 56.7 µM), hits mostly cytotoxic; S2 cells (HEK-293 line with an ATXN2-luciferase reporter) viability, CellTiter-Fluor protease fluorescence, 24 h; hit rate 0.49% among 400,000; further: potency means the concentration at half of the fitted maximal effect; nearly all actives have a fitted effect of over 40% in size
MCF10A rereplic: DNA re-replication induction in MCF 10a cells | MCF 10A DNA re-replication, Hoechst nuclear intensity, 48 h | Potency, µM (top dose mostly 46.1 µM), for the others: at the highest dose activity, positive = re-replication, hits mostly activators | hit rate 2.9% among 350,000; further: potency means the concentration at half of the fitted maximal effect; % of control where 0% means no effect; nearly all actives have a fitted effect of over 50% in size
HT1080NT lethal: kills 2HG-producing HT-1080-NT fibrosarcoma cells; HT-1080-NT fibrosarcoma viability, CellTiter-Glo ATP luminescence, 48 h; Potency, µM (top dose mostly 46.1 µM), for inactives: at the top dose activity, negative = less viability, actives largely listed as cytotoxic; hit rate 1.6% among 360,000;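 further: NT is the 2HG producing partner of a matched IDH1 knockdown line; potency means the concentration at half of the fitted maximal effect; 0% = DMSO-treated cells and -100% = media-only wells without cells; nearly all actives have a fitted effect of over 55% in size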
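Viability by CellTiter-Glo luminescence after 48 h compound exposure at 37C of HT-1080-NT cells (750/well, RPMI, 5% FBS). % activity scaled between DMSO wells and medium-only wells, then curve-fitted and categorized by curve class.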
HepG2 tox: HepG2 cytotoxicity, counter-screen for TGF-b inhibitors | AID 588856 | Potency, µM (highest dose often 46.1 µM), for inactives: top-dose activity change, negative = cytotoxicity, most hits filed as cytotoxic | HepG2 CAGA-GFP viability, ATP luminescence, 18 h | hit rate 0.76% among 410,000; further: potency means the concentration at half of the fitted maximal effect; some results filed as inactive show a strong effect at the top dose
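CellTiter-Glo luminescence gave cytotoxicity after 18 hours at 37 degrees C. The cells were HepG2 CAGA-GFP in 1% FBS DMEM, stimulated with 500 pg/mL TGF-beta after compound addition. %Activity was normalised to no-cell wells (complete cell-killing) and DMSO (no toxicity), and curves were fitted and classified.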
Starred values were filed as active, the others as inactive; i = inactive; ? = inconclusive; . = not tested or not shown; & = joins results of further samples; [ ] = another dose, or the depositor's remark. Unless noted, the call rests on the fitted dose curve; in most records, active means well fitted curve in the direction sought with a large enough effect; inconclusive means small, poorly fitted or top-dose-only effect, or another doubt; inactive means no such curve, though single readings can be large; an effect the other way counts as inactive or inconclusive.

SMILES	HT1080 IDH1KD tx	SW480 rerep	ATXN2 expr inh	IL1B secr inh	KB-3-1 cytotox	S2 tox	MCF10A rereplic	HT1080NT lethal	HepG2 tox
COc1c(C)cc(C(=O)C2CCCN(C(=O)c3cc4nc(C)cc(C)n4n3)C2)cc1C (configuration not stated)	1%	9%	10%	0	6%	?	-1%	26%	-29%
COc1ccc(C(=O)/C=C/c2ccccc2F)c(OC(=O)c2ccc([N+](=O)[O-])cc2)c1	-29%	?	-1%	-101*	?	?	15µM*	-5%	-3%
Cc1ccc2c(=O)c(C(=O)c3ccc(F)cc3)cn(CC(=O)Nc3ccc4c(c3)OCCO4)c2n1	.	.	-13%	.	-6%	i	.	.	-13%
CCOc1ccccc1NC(=O)C1C(c2ccccc2)C1(Cl)Cl (configuration not stated)	-14%	.	.	-24	-12%	i	.	-21%	-26%
O=S1(=O)CCN(C2CC2)CC1	17%	.	.	30	-8%	i	.	9%	-35%
CCc1nn2c(=O)cc(COC(=O)C(CC)c3ccccc3)nc2s1 (configuration not stated)	.	.	-6%	.	3%	i	.	.	-7%
C=CCc1ccccc1OCC(=O)NNC(=S)NCc1ccccc1	-16%	-1%	0%	6	.	i	?	-10%	7%
O=C(NC1CCCc2ccccc21)c1cccnc1 (configuration not stated)	-1%	-3%	1%	22	0%	i	-7%	-1%	-5%
Cc1oc2c(c1C(=O)Nc1ccc(C(=O)O)cc1)CCCC2	3%	-5%	-5%	-11	1%	i	-2%	-5%	1%
C=CCn1c(SCC(=O)Nc2nnc(CC)s2)nnc1-c1ccco1	8%	-7%[9.22 µM]	10%	-9	22%	i	-11%	8%	-4%
C=CCN(c1ccccc1)S(=O)(=O)c1c(C)[nH]c(=O)[nH]c1=O	19%	-7%	6%[11.3 µM]	36	-9%	i	12%	9%	11%
CCCOc1ccc(C(F)(F)F)cc1NC(=O)c1cc(C)on1	1%	-19%	3%	-19	9%	i	3%	1%	-8%
COc1ccc(CCNC(=O)C2CCCN(S(=O)(=O)c3ccc(OC)cc3)C2)cc1 (configuration not stated)	1%	-5%	-24%	-5	-1%	i	-4%	2%	-9%
COc1ccc(CCN2C(=O)c3ccccc3C2c2nnnn2-c2ccc3c(c2)OCCO3)cc1OC (configuration not stated)	20%	.	2%	-3	20%	i	.	2%	.
COc1ccc(/C(N)=N/OC(=O)Cc2cccs2)cc1	-1%	-9%	49%[activator]	-14	20%	i	5%	21%	-10%
Cc1ccc(-c2nc(S(=O)(=O)c3ccc(C)cc3)c(N3CCOCC3)o2)cc1	-1%	0%	-4%	5	2%	i	?	-2%	-1%
C[C@@H](CN1C2=NC[C@H](Cc3ccccc3)N2C[C@H]1Cc1ccc(O)cc1)NC(=O)CCC1CCCCC1	?	8%	28µM*	?	?	22µM*	23%	?	-104%
COC(=O)c1ccccc1NC(=O)CCC(=O)N1CCSc2ccccc21	9%	0%	-1%	18	9%	i	1%	7%	-29%
CNC(=O)C1CC(=O)N(c2ccc(OCC(=O)Nc3ccc(F)cc3)cc2)C1 (configuration not stated)	18%	-2%	16%	28	11%	i	-8%	14%	8%
CCOc1cc(C(=O)OCc2cc(=O)n3nc(CC)sc3n2)cc(OCC)c1OCC	.	.	-21%	.	-8%	i	.	.	-1%
Cc1ccc(O)c(NC(=S)NC(=O)c2ccccc2Cl)c1	?	11%	16%	-58*	0%	i	?	?	-28%
CCc1ccc2c(c1)C(=O)CCC2	2%	-10%	-2%	27	-13%	i	-4%	1%	-4%
O=C(Nc1ccccc1Cl)N1C2CCC1CC(O)(c1cccnc1)C2 (configuration not stated)	-2%	2%	5%	6	-10%	i	-5%	9%	-2%
CC(=O)c1ccccc1NC(=O)c1ccc2c(c1)NC(=O)C(C)S2 (configuration not stated)	-8%	-15%	66%[activator]	-6	?	?	?	-29%	-22%
CC1(C)CC(=O)c2sc(NS(C)(=O)=O)nc2C1	8%	-3%	-7%	11	20%	i	2%	26%	-10%
Nc1cc2c(cc1[N+](=O)[O-])-c1ccccc1C2=NO	-2%	7%	-9%	0	0%	?	9%	1%	-3%
CN1CCN(C(=O)C[C@@H]2C=C[C@H](NS(=O)(=O)c3cccc(F)c3)[C@@H](CO)O2)CC1	20%	.	.	32	2%	.	.	16%	.
CC(Oc1ccc2c3c(c(=O)oc2c1)CCC3)C(=O)N[C@@H](Cc1ccccc1)C(=O)O (some centres not stated)	1%	-3%	-4%	15	0%	i	3%	2%	2%
CC(C)N=C1SCC(C)(/C=N/O)S1 (configuration not stated)	-7%	-1%	6%	11	2%	i	0%	13%	0%
COCCNC(=O)c1cccc2c1C(=O)c1ccc(N3CCOCC3)cc1S2(=O)=O	-1%	-18%	1%	18	3%	i	1%	0%	-7%
COc1ccc(Cl)cc1NC(=O)CN(C)C(=O)CCNC(=O)c1ccccc1OC	-2%	-5%	.	-4	-1%	i	28%	-2%	9%
Cc1ccc(-n2nc3c(=O)n(C(C)C(=O)NCc4ccco4)nc(C)c3c2C)cc1 (configuration not stated)	-2%	?	-12%&-17%	0	-24%&0%	i	-1%	-3%	-8%&1%
Cc1nc2nc(-c3ccccc3)cn2nc1C	-12%	?	16µM*	29	1%	.	11%	-17%	-46%
O=Cc1cn[nH]c1-c1cccc([N+](=O)[O-])c1	-3%	1%	-12%	14	-4%	i	-8%	0%	0%
O=C(O)c1ccc(Sc2nnc(-c3cccc(Br)c3)o2)c([N+](=O)[O-])c1	0%	-1%	0%	9	18%	i	11%	16%	-5%
Cc1cc(Oc2ccc(OCC(N)=O)nn2)nc(Cl)n1	10%	0%	11%	-6	5%	i	?	17%	-22%
Cc1ccccc1CC(=O)N1CCN(C(=O)C2CCCO2)CC1 (configuration not stated)	18%	2%	15%	19	6%	i	2%	28%	3%
CCc1c(C(=O)N2CCCN(C)CC2)csc1C	10%	-1%	-17%	10	8%	i	-5%	1%	5%
CC(C)n1c(CCC(=O)O)ccc1-c1ccccc1	-1%	1%	-7%	15	-11%	i	23%	-7%	-2%
O=C(NNc1nc2ccccc2s1)C1CC1	-1%	-1%	16%	10	-4%	i	4%	-1%	-14%

Profiles from above.
Cc1ccc(O)c(NC(=S)NC(=O)c2ccccc2Cl)c1 reads HT1080 IDH1KD tx = ?; SW480 rerep = 11%; ATXN2 expr inh = 16%; IL1B secr inh = -58*; KB-3-1 cytotox = 0%; S2 tox = i; MCF10A rereplic = ?; HT1080NT lethal = ?; HepG2 tox = -28%
CCc1c(C(=O)N2CCCN(C)CC2)csc1C reads HT1080 IDH1KD tx = 10%; SW480 rerep = -1%; ATXN2 expr inh = -17%; IL1B secr inh = 10; KB-3-1 cytotox = 8%; S2 tox = i; MCF10A rereplic = -5%; HT1080NT lethal = 1%; HepG2 tox = 5%

The list goes on.
SMILES	HT1080 IDH1KD tx	SW480 rerep	ATXN2 expr inh	IL1B secr inh	KB-3-1 cytotox	S2 tox	MCF10A rereplic	HT1080NT lethal	HepG2 tox
CC(=O)c1cccc(OCC(=O)N(CCC2=CCCCC2)c2c(N)n(Cc3ccccc3)c(=O)[nH]c2=O)c1	-16%	8%	-15%	-3	?	?	?	-3%	-61%
Cc1ccc(F)cc1NC(=O)c1cccc(N(C)C)c1	7%	-2%	30%	-24	-3%	i	1%	13%	3%
CCCCSc1nnc(C)c(=O)[nH]1	3%	-7%	2%	6	0%	?	2%	2%	-3%
CCc1ccc(NC(=O)N(CCN(C)C)C(C)c2cccnc2)cc1 (configuration not stated)	-1%	-17%	1%	-8	-6%	i	10%	-1%	-27%
COc1ccc(NC(=O)CN(Cc2ccccc2)S(C)(=O)=O)c(OC)c1	3%	-1%	19%	-1	0%	i	-15%	0%	-1%
COc1ccc(CNCCc2ccc([N+](=O)[O-])cc2)c(OC)c1OC	-15%	-2%	.	-5	-1%	i	0%	-18%	-11%
CN(CC(=O)NCc1ccccc1)CC(=O)Nc1ccc(Cl)c(C(F)(F)F)c1	-5%	?	-30%	-11	0%	i	?	-13%	-25%
CCOc1ccc(CCNC(=O)CSc2n[nH]c(N)n2)cc1OCC	-4%	-5%	1%	-6	.	i	-1%	-2%	-55%
Cc1nc2c(c3c1[nH]c1ccccc13)C(O)CC(C)(C)C2 (configuration not stated)	-1%	?	-25%	-11	?	i	18µM*	0%	-28%
CCOC(=O)c1sc2nc(CSc3ccccc3)[nH]c(=O)c2c1C	-24%	16%	-9%	4	?	i	6%	-29%	1%
NC1(C(=O)O)CC1	-1%	-63%[inhibitor]	-1%	13	0%	i	-3%	-2%	-8%
[N-]=[N+]=NC1CC(CO)OC1n1ccc(=O)[nH]c1=O (configuration not stated)	5%	-7%	.	6	-1%	i	-1%	0%	-27%
Cc1nnc(SCC(=O)N/N=C/c2cn(-c3ccccc3)nc2-c2ccc(F)cc2)n1-c1ccccc1	-3%	-1%	-1%	-3	5%	i	12%	-2%	-10%
O=C(/C=C/c1c(Cl)nc2ccccn12)N1CCCCC1	16%	60%	27%	-7	0%	i	-1%	0%	-11%
COc1ccc(C(=O)Nc2ccc3oc(-c4cccc5c(Br)cccc45)nc3c2)cc1	.	.	-1%	.	-4%	i	.	.	3%
COc1ccc2c(c1OC)C(=O)OC2Nc1ncccc1C (configuration not stated)	0%	0%	-17%	14	-7%	i	-1%	1%	1%
CC(OC(=O)c1ccccc1NCCO)C(=O)NCC(=O)Nc1ccc(F)c(F)c1F (configuration not stated)	-12%	7%	6%	0	12%	i	-5%	-10%	-78%
CCOC(=O)c1c(C)n(C)c2ccc(OC)c(NC(=O)CN3CCN(Cc4ccccc4)CC3)c12	2%	2%	5%	10	24%	i	15%	6%	-21%
Cc1ccc2nc(C3CCCCC3)c(Cc3cccc(F)c3)n2c1	?	.	?	-6	-1%	?	.	?	-12%
NS(=O)(=O)c1ccc(NC(=S)N2CCC(O)CC2)cc1	8%	-8%	-12%	-5	-4%	i	-14%	9%	10%

From PubChem
